Source: PubChem BioAssay
HCT116 PTEN-null: PTEN-deleted cell growth suppression | HCT116 PTEN-null viability, CellTiter-Glo, 60 h; stronger effect = lower value | AID 827 | viability, % at 10 µM | 1.2% of 140,000 active;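 active = viability at or below a set limit, 4 SD under the median of all tested compounds, cut at about 3.7% in these data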;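 also: PTEN knockout HCT116 line with beta catenin targeted HCT116 as companion control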
E-sel TNF inh: blocks E-selectin expression induced by TNF alpha | HUVEC TNFa-induced E-selectin immunofluorescence, high content | inhibition, % at 2 µM | 0.71% of 120,000 active;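 active = inhibition above the batch mean plus 3 SD, and confirmed as a hit on visual image review, cut at about 43% in these data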;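 also: 0% = TNF-stimulated DMSO wells and 100% = unstimulated control wells; not every result past the cut was called active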
Phagocytosis inh: blocks phagocytosis by macrophages. J774A.1 macrophage IgG-bead phagocytosis, imaging. inhibition, % at 5 µM. 0.07% of 110,000 active;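 active = inhibition above the mean of the plate negative controls plus 5 SD, cut at about 13% in these data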;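 also: phagocytic index as fraction of beads internalized from green versus red external bead signal; plate controls were DMSO negative control for no effect and cytochalasin-D positive control for full effect; some results beyond the cut were filed as inactive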
HCT116 bCat-KO: beta-catenin-lacking colon tumor cell growth suppression; viability, % at 10 µM; 1.5% of 140,000 active; HCT116 beta-catenin knockout viability, CellTiter-Glo, 60 h; stronger effect = lower value;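 active = viability at or under a set limit, the compound median less 4 SD, cut at about 6% in these data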;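 also: 0% = Hyamine 1622 control at 20 µM and 100% = untreated cell control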
Yeast lifespan up: yeast lifespan extension; 0.68% of 130,000 active; S. cerevisiae growth with nicotinamide, OD615; deaD strain in restrictive glucose medium; inhibition of the nicotinamide effect, % at 10 µM;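 active = inhibition above a set limit, placed 3 SD over the median of all compounds, cut at about 26% in these data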;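 also: 0% = nicotinamide-treated wells and 100% = cells grown without nicotinamide; some compounds called inactive have numbers as strong as hits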
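Buffer or medium: CSMM-D glucose medium, restrictive; test system: modified budding yeast, DeaD strain; compound: single dose 10 µM compound, 0.25% DMSO; schedule: culture preincubation 4 h, compound exposure 48 h, both 30 °C; detection: optical density (absorbance) at 615 nm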
MRP1 act: activators of MRP-1 | H69AR cells + doxorubicin, viability rescue, CellTiter-Glo | 0.61% of 140,000 active | viability increase, % at 10 µM | AID 799;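 active = viability gain under doxorubicin at or above a set limit, the compound median plus 3 SD, cut at about 4.7% in these data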;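 also: MRP-1 overexpressing cells given doxorubicin 25 µM after compound pretreatment; 18-22 h compound pretreatment then 72 h with doxorubicin before readout; 0% = doxorubicin-only wells and 100% = vehicle-treated cells without doxorubicin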
Measles CPE: protection of cells from measles virus. 1.5% of 140,000 active. protection (pct of control), % at 4 µM. AID 841. Measles virus-infected cells, CPE protection, absorbance; in the data active = protection mostly above about 24%, no sharp cut-off; inactive = mostly below about 26%; also: some compounds called inactive have numbers as strong as hits
GALR2 antag: blocks the human galanin receptor 2; O43603; GALR2-expressing cells, antagonist mode; inhibition, % at 4 µM; 0.39% of 140,000 active; AID 828; in the data active = inhibition above about 27%;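 also: cells stimulated with galanin 1-16 at roughly its EC80; 0% = agonist challenge control and 100% = basal control without agonist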
Target sequence (O43603 whole entry, looked up): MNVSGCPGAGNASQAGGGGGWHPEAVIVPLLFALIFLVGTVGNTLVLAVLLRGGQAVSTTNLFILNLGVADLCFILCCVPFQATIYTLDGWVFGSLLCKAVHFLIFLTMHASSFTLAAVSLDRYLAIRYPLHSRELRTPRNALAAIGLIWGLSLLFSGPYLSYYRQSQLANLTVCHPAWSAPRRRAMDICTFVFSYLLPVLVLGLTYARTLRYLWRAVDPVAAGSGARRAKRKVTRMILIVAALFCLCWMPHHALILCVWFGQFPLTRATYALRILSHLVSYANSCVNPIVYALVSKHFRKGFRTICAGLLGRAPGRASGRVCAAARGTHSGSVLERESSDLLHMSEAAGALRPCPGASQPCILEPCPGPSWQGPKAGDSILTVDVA
NPY-Y2 antag: blocks the human neuropeptide Y Y2 receptor. inhibition, % at 2.7 µM. P49146. 0.99% of 140,000 active. NPY-Y2 expressing cells, antagonist mode; in the data active = inhibition above about 17%;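 also: 0% = vehicle with agonist challenge and 100% = reference antagonist with challenge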
Target sequence (P49146 whole entry, looked up): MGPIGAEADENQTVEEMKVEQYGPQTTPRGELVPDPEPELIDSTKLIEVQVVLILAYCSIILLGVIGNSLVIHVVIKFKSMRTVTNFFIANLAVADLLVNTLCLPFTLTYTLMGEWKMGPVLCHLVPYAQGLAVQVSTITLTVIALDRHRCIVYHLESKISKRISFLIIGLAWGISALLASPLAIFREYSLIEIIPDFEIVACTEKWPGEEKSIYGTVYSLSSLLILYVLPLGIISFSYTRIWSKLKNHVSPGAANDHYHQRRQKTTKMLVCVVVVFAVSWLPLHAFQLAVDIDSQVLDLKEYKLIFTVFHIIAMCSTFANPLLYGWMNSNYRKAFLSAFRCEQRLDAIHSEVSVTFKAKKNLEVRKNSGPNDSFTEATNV
Yeast growth inh: chemicals that inhibit yeast BB579 growth in restrictive medium (lifespan-shortening candidates); S. cerevisiae BB579 growth, OD615, 48 h; inhibition, % at 10 µM; 0.51% of 140,000 active; AID 804;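 active = inhibition above a set limit, 3 SD over the mean compound inhibition, cut at about 44% in these data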; also: inactives centre near -24
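Detection: OD615 turbidity measurement; Material: Saccharomyces cerevisiae DeaD strain BB579, replicative lifespan model yeast; Timing: 48 h exposure, 30 °C; Doses: single 10 µM dose; Medium: CSMM-D restrictive synthetic medium containing dextrose (glucose); Controls: amphotericin B at 10 µg/mL as positive control.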
Starred values were filed as active, the others as inactive; / = no result given; & = joins results of further samples.

SMILES	HCT116 PTEN-null	E-sel TNF inh	Phagocytosis inh	HCT116 bCat-KO	Yeast lifespan up	MRP1 act	Measles CPE	GALR2 antag	NPY-Y2 antag	Yeast growth inh
O=C(Nc1ccc(F)cc1)c1cccnc1NCCc1ccccc1	71	/	-7	87	-8	-0.8	7	-2	2	-48
Nn1c(Cc2cccc3ccccc23)nnc1SCCOc1ccc(Br)cc1	71	/	/	73	1	2.8	9	1	1	-39
O=C(OCC(=O)N1CCN(C(=O)c2ccco2)CC1)c1ccccc1O	114	-5	0	102	0	-0.9	11	-19	-2	-50
Cc1ccc2nc(NC(=O)c3cccc(-c4cc5ccccc5oc4=O)c3)sc2c1	2.2*	11	0	3.0*	-8	-3.2	2	-4	7	-45
CCCN1C(=O)C(NC(=O)c2ccncc2)(C(F)(F)F)C2=C1CC(C)(C)CC2=O (stereo not given)	109	-20	-1	101	-3	-0.5	5	-2	2	-58
COc1ccccc1NS(=O)(=O)c1cc(NC(=S)NCCN2CCOCC2)ccc1N1CCOCC1	80	/	6	74	2	-1.9	13	-6	7	-54
COc1ccc(C(C(=O)NC(C)(C)C)N(CC2CCCO2)C(=O)CCC(=O)Nc2cc(C)on2)cc1 (stereo not given)	82	/	1	83	-23	-2.1	4	-1	-4	-18
COC(=O)c1ccccc1NC(=O)c1ccc(Cn2cc(Cl)cn2)o1	107	9	2	92	-9	-0.7	6	8	3	-37
CCOC(=O)N1CCC2(CC1)CC(=O)c1cc(O)ccc1O2	88	9	-3	88	-5	-3.3	17	-9	2	-30
Cc1cc(C)cc(NC(=S)/N=C(\N)Nc2nc(C)c3ccccc3n2)c1	102	7	-15	101	-4	-1.2	16	6	3	16
CC1CCN(C(=O)c2ccc(S(=O)(=O)Cc3cc(F)ccc3F)c([N+](=O)[O-])c2)CC1	46	27	-3	46	8	-4.9	10	6	-1	2
Cn1c(=O)oc2cc(S(=O)(=O)N3CCCC(C(=O)Nc4nccs4)C3)ccc21 (stereo not given)	78	17	-1	76	-9	-1.0	5	-7	2	-16
CSc1nncn1/N=C/c1ccccc1F	97	-18	0	92	-14	-0.9	5	1	7	-91
NNC(=O)c1cc2c(s1)CCCCCC2	88	-20	-3	94	-12	-2.8	0	-7	0	-16
CC(C)C(OC(=O)c1cccs1)C(=O)NCc1cccs1 (stereo not given)	95	-44	0	95	8	-0.7	18	0	3	-26
CC(O)C(NS(=O)(=O)c1ccc(Cl)cc1)C(=O)OCc1nnc(-c2ccccc2)o1 (stereo not given)	93	-34	1	91	-16	-2.0	8	-9	-1	-20
COc1ccc(S(=O)(=O)N2CC3CCCN3c3cc(C(F)(F)F)ccc32)cc1 (stereo not given)	75	8	/	70	-6	-0.1	7	-7	1	-31
CC(C)Cc1ccc(S(=O)(=O)N2CCCC2)cc1	92	-8	0	87	1	-2.3	5	-8	5	-36
Cc1ccc(N2CC(C(=O)OCc3ccc([N+](=O)[O-])cc3)CC2=O)cc1 (stereo not given)	94	19	1	94	-6	0.1	5	18	0	13
Clc1cccc(Oc2ncccn2)c1	101	52	-7	85	8	-0.3	8	-7	2	-11
Cc1ccc(OCc2ccc(C(=O)Nc3nccs3)o2)cc1	107	-15	-1	106	-4	-0.8	7	-14	12	-49
CN(C)CCCSc1nc(-c2ccccc2)nc2c1CCC2	77	/	-4	70	3	-3.7	2	0	21*	-4
Cn1nnnc1SCC(=O)NC1CCCCC1	93	-14	-1	100	-12	0.0	4	9	0	-19
COc1cccc(C2C(C(=O)Nc3ccc(C)cc3C)=C(C)Nc3ncnn32)c1OC (stereo not given)	88	9	0	85	-27	-2.2	13	13	4	-33
O=C(c1scc2c1CCCC2)N1CCCCC1	98&106	-60	0	102	7	0.5	36*	4	5	7
CCOC(=O)C1CCCN(CCC(=O)Nc2ccccc2)C1 (stereo not given)	102	13	0	96	1	-0.5	15	10	1	2
O=C(/C=C/c1ccc2c(c1)OCO2)c1ccc[nH]1	74	/	-4	77	-8	-4.2	10	-7	4	-50
CSc1ccccc1NC(=O)c1ccncc1	88	13	-3	86	-18	-1.5	17	7	3	-3
c1cn(CCCNc2ncnc3nc[nH]c23)cn1	102	-18	-1	99	0	-0.8	19	4	-1	14
COCCNC(=O)C(C#N)c1nc2ccccc2nc1N1CCCCCC1 (stereo not given)	77	-29	0	90	-17	-4.5	5	-5	9	-21
O=C(Cn1c(NCCO)nc2ccccc21)c1ccccc1	96	-2	-1	83	9	0.0	9	-2	1	-25
COC(=O)CC1=C(C(=O)OC)C(c2ccc3c(c2Cl)OCO3)C(C#N)=C(N)O1 (stereo not given)	106	12	/	97	-4	-1.6	14	5	3	-80
COc1cc(NC(=O)c2cccs2)ccc1NC(=O)c1ccco1	110	0	0	103	-9	-0.8	6	10	4	-31
Cc1nn(C(C)(C)C)c(OC(=O)c2ccco2)c1Sc1ccccc1	76	15	/	83	47	-1.1	23	8	6	-33
C=CCn1c(=O)n2ncnc2c2c3c(sc21)CCCC3	89	11	0	83	-11	-1.3	18	-2	6	-30
CN(C)C(=O)NCc1ccc(S(N)(=O)=O)cc1	96	-5	/	104	-11	-1.0	9	5	1	-26
O=C(CN(c1ccc2c(c1)OCCO2)S(=O)(=O)c1ccccc1)NCc1ccc(Cl)cc1	64	-14	0	66	4	-2.3	5	4	5	-41
O=C(Nc1cccc(-c2cnc3ccccc3n2)c1)c1cccc(NC(=O)c2ccco2)c1	71	-6	1	75	-9	-1.5	4	13	0	-44
Cn1cnc2c1c(=O)n(Cc1ccc(F)cc1Cl)c(=O)n2C	93	-25	0	90	-4	-0.6	15	-2	1	-40
Cc1ccc(/C=C/C(=O)NCc2ccc3c(c2)OCO3)o1	93	/	-1	91	-3	-1.5	24	5	10	-27

An excerpt of these results, with two lines to a compound:
Values run as follows: HCT116 PTEN-null | E-sel TNF inh | Phagocytosis inh | HCT116 bCat-KO | Yeast lifespan up | MRP1 act | Measles CPE | GALR2 antag | NPY-Y2 antag | Yeast growth inh
COC(=O)CC1=C(C(=O)OC)C(c2ccc3c(c2Cl)OCO3)C(C#N)=C(N)O1 (stereo not given)
 : 106 | 12 | / | 97 | -4 | -1.6 | 14 | 5 | 3 | -80
COc1cc(NC(=O)c2cccs2)ccc1NC(=O)c1ccco1
 : 110 | 0 | 0 | 103 | -9 | -0.8 | 6 | 10 | 4 | -31
Cc1nn(C(C)(C)C)c(OC(=O)c2ccco2)c1Sc1ccccc1
 : 76 | 15 | / | 83 | 47 | -1.1 | 23 | 8 | 6 | -33
C=CCn1c(=O)n2ncnc2c2c3c(sc21)CCCC3
 : 89 | 11 | 0 | 83 | -11 | -1.3 | 18 | -2 | 6 | -30

Continuation:
SMILES	HCT116 PTEN-null	E-sel TNF inh	Phagocytosis inh	HCT116 bCat-KO	Yeast lifespan up	MRP1 act	Measles CPE	GALR2 antag	NPY-Y2 antag	Yeast growth inh
CCSc1nnc(NC(=O)c2ccc3ccccc3n2)s1	14	0	-3	11	-9	-3.6	15	-14	3	29
COc1ccc(NC(=O)c2cc(-c3ccccc3OC)on2)cc1	23	/	1	19	-10	-3.5	16	4	12	-17
CCS(=O)(=O)N1Cc2ccccc2CC1C(=O)Nc1ccc(NC(C)=O)cc1 (stereo not given)	102	20	-1	103	0	-1.2	1	-11	0	-23
CCc1ccc(NC(=O)CSc2nnc(-c3cnccn3)n2Cc2ccco2)cc1	98	-21	-2	100	4	1.3	5	1	4	-38
O=C(N/N=C/c1ccco1)c1cc(-c2cccs2)[nH]n1	96	-26	/	96	0	0.8	16	-13	1	-19
O=C(Nc1nc(N2C(=O)c3ccccc3C2=O)n(-c2ccccc2)n1)c1ccc(Cl)cc1	80	9	1	96	-6	-1.6	12	0	1	-32
Cc1ncc([N+](=O)[O-])n1CC(=O)NC(C)(C)C	103	-25	-7	95	2	2.0	21	2	2	-24
Cc1ccc(Nc2nc(N3CCOCC3)nc(N3CCOCC3)n2)cc1	58	/	/	55	-8	0.3	7	6	1	-32
Cc1ccc(C2N(c3cccc(Cl)c3)C(=O)C3CCCN32)o1 (stereo not given)	98	-2	0	105	-8	-1.3	0	0	0	2
O=C(COC(=O)c1cccnc1)Nc1ccccc1	91	-15	/	91	/	-1.4	6	0	1	-38
COc1ccc(-c2nn(-c3ccccc3)cc2CO)cc1OC	91	-8	-1	100	-27	-1.7	11	23	0	-21
Fc1ccc(-c2[nH]ncc2-c2nnnn2-c2ccccc2)c(F)c1	89	7	2	86	-23	-5.5	5	-11	1	-8
Cc1ccc(N2C(=O)NC(NC(=O)C(C)(C)C)(C(F)(F)F)C2=O)cc1C (stereo not given)	99	-12	-10	95	3	-0.4	3	6	0	-37
CC(C)(C)OC(=O)N1CCCC1C(=O)N1CCc2ccccc21 (stereo not given)	108	12	/	95	-9	-2.6	9	11	3	-2
CCOC(=O)/C=C1\SCC(=O)N1CC(=O)NC(C)c1ccccc1 (stereo not given)	96	/	-2	98	5	-1.2	4	21	0	-35
COc1ccc(C/C(C)=N/NC(=O)c2cc(C)oc2C)cc1	99	10	-3	92	-2	-1.3	3	1	1	-6
O=C(CN1CCN(Cc2ccc3c(c2)OCO3)CC1)N1CCc2[nH]c3ccc(F)cc3c2C1	60	7	-1	65	-4	-6.0	5	11	5	-27
O=C1OCCC1Sc1nc2ccccc2n1-c1ccccc1 (stereo not given)	99	12	-1	106	-7	4.5	7	4	1	-59
Cc1nnsc1SCCNC(=O)c1c(F)cccc1F	99	-30	0	119	-8	-0.6	1	-5	-1	-27
CCN(CC(=O)Nc1ccccc1OC)C(=O)C1CC2C=CC1C2 (stereo not given)	108	-31	-2	97	-15	-3.3	3	5	6	-7
O=C(O)CSc1nnc(CNc2ccccc2Cl)n1-c1ccccc1	98	-11	1	98	-8	-0.2	12	-4	1	-54
CCOC(=O)Cn1cnc2c(nnn2-c2ccc(OC)cc2)c1=O	98	/	-3	96	-6	-0.8	8	-8	4	-33
CCc1cccc(NC(=O)C2CCCC2)c1	99	-14	0	96	-7	0.1	14	-6	6	-13
O=[N+]([O-])c1cccc(-c2nnn(C34CC5CC(CC(C5)C3)C4)n2)c1	92	18	/	85	-9	-1.2	5	1	2	-27
CN1CCc2c(sc(NC(=O)c3ccc(S(=O)(=O)N4CCOCC4)cc3)c2C(N)=O)C1	115	-22	-1	92	-5	-3.2	8	2	-1	-23
CC(C)Cc1cc(C(=O)N2CCN(c3ccc(F)cc3)CC2)no1	78	-22	0	74	-6	-2.8	5	6	6	-30
CCCCCn1nc(C)c2c(C)cc(=O)[nH]c21	96	-2	/	90	/	-2.2	25	-3	1	-33
O=C(CC(Nc1ccccc1)C(=O)O)c1ccccc1 (stereo not given)	85	/	3	76	-7	0.9	4	/	/	-70
CCOC(=O)c1sc(NC(=O)Nc2ccccc2Cl)cc1C	4	-32	-1	8	-5	-2.5	6	9	3	-35
CCN1CCN(C(=S)Nc2cccc([N+](=O)[O-])c2)CC1	88	/	-11	90	11	-0.4	36	-7	2	-31
Cn1c(N)c(C(=O)c2ccccc2)c(=O)n(C)c1=O	100	-18	0	102	6	-1.3	7	-11	0	-31
